Compound activity deposited in PubChem by National Center for Advancing Translational Sciences (NCATS).
ERK EGF block: inhibitors of EGF-stimulated ERK signaling pathway | HEK293-V1b, EGF-stimulated phospho-ERK AlphaScreen | Potency, µM (titrated, usually from 11.5 µM), for the others: at the top dose activity change, negative = inhibition, usual class: inhibitors | 130,000 tested, 0.41% active | AID 1454; active = well fitted inhibition curve with a large enough effect; inconclusive = small, poorly fitted or top-dose-only effect, or effect the other way;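 also: plate controls were stimulated vehicle wells for no effect and unstimulated vehicle basal for full effect; nearly all actives have a fitted effect of over 55% in size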
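Compounds are titrated over HEK293-V1b cells kept overnight in 1% FBS. After 30 min at 37C, EGF (25 nM final) triggers ERK phosphorylation for 5 min, measured by AlphaScreen in lysates.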
An asterisk follows results filed as active; [ ] = another dose, or the depositor's remark. Potency is read from the fitted curve at half-maximal effect. An excerpt; the hit share may differ from the screen's.

For CCn1c(C)nc([N+](=O)[O-])c1Sc1ccc(F)cc1 the results were ERK EGF block -2%.
Screening CC1(c2ccccc2)CC(c2ccccc2)=Nc2ccccc2N1 (stereo not drawn) returned ERK EGF block -5%[57.5 µM].
For Clc1cccc(N/N=C/c2ccncc2)c1 the results were ERK EGF block 5%.
For CCCCN(CC)Cc1c(O)ccc2c(-c3ccccc3)cc(=O)oc12 the results were ERK EGF block -5%[57.5 µM].
CCOc1ccc(/C=N/NC(=S)NC2CC3CCC2C3)cc1 (stereo not drawn) was read as ERK EGF block 5%[57.5 µM].
For S=C(N/N=C/c1ccc2ncccc2c1)Nc1cccnc1 the results were ERK EGF block -5%.
Screening CCc1cc2c(=O)n(CC(=O)NCCc3ccc(OC)c(OC)c3)cnc2s1 returned ERK EGF block -9%.
`CCOC(=O)c1sc(=S)n(-c2ccc(OC)cc2)c1C` gave ERK EGF block -7%[57.5 µM].
Cc1nc(SCC(O)CCl)c([N+](=O)[O-])[nH]1 (stereo not drawn) was read as ERK EGF block -8%.
`CN(CC(=O)NCCc1ccc(S(N)(=O)=O)cc1)c1ccccc1` gave ERK EGF block 9%.

Among those listed so far, these contain a Cl atom.
For Clc1cccc(N/N=C/c2ccncc2)c1 the results were ERK EGF block 5%.
Cc1nc(SCC(O)CCl)c([N+](=O)[O-])[nH]1 (stereo not drawn) was read as ERK EGF block -8%.

Next section
Cc1ccc(C)c(NC(=S)N(Cc2ccco2)C(C)c2cccs2)c1 (stereo not drawn) was read as ERK EGF block 1%.
Screening N#Cc1c(NC(=O)/C=C/c2ccco2)sc2c1CCCC2 returned ERK EGF block -1%.
`COc1cccc(CN(C)Cc2nc3cc(C(F)(F)F)ccc3c(=O)[nH]2)c1` gave ERK EGF block -5%[57.5 µM].
c1ccc(-n2c(-c3cccs3)nc3nc4ccccc4nc32)cc1 was read as ERK EGF block 14%.
Cc1ccc(S(=O)(=O)n2cnc3ccccc32)cc1 was read as ERK EGF block 3%.
`COC(=O)NC(c1ccccc1)C1(C(=O)OC)C(=O)Cc2ccccc21` (stereo not drawn) gave ERK EGF block -1%.
For COC(=O)c1cc(OC)c(OC)cc1NCC(=O)Nc1cccc(C(F)(F)F)c1 the results were ERK EGF block 7%.
Cn1c(CNC(=O)c2ccccc2)nnc1SCC(=O)N1CCN(c2ccccc2)CC1 was read as ERK EGF block -17%.
Screening Cc1ccc(-c2nnn(C(C)C(=O)N3c4ccccc4CCc4ccccc43)n2)cc1 (stereo not drawn) returned ERK EGF block 4%.
For CC(Oc1ccc(Br)cc1)C(=O)N1CCc2ccccc21 (stereo not drawn) the results were ERK EGF block inconclusive.
For O=C(CC(NCc1ccccn1)C(=O)O)Nc1ccccc1Cl (stereo not drawn) the results were ERK EGF block 4%.
CN(CC(=O)N1CCN(c2cccc(Cl)c2)CC1)S(=O)(=O)c1cnc[nH]1 was read as ERK EGF block 9%.
Cc1ccc2c(c1)NC(=O)C(CC(=O)NCCCN1CCN(c3cc(Cl)ccc3C)CC1)O2 (stereo not drawn) was read as ERK EGF block 2%.
Screening Cc1ccc(OCCC(=O)OCC(=O)NCCc2ccccc2)cc1 returned ERK EGF block -12%.
For O=C(NCCO)/C(=C/c1ccc2c(c1)OCO2)NC(=O)c1ccc(Br)cc1 the results were ERK EGF block -7%.
`COC(=O)c1ccccc1NC(=O)CSc1nc(C)cc(C)n1` gave ERK EGF block 4%.
For CCc1cc(OCCCCNCc2ccccc2)ccc1Cl the results were ERK EGF block 3%.
Screening O=c1c(S(=O)(=O)c2ccc(Cl)cc2)cn(Cc2cccc(F)c2)c2ccc(F)cc12 returned ERK EGF block 4%.
COc1ccc2nc(SC)cc(C)c2c1 was read as ERK EGF block 9%[57.5 µM].
Cc1cccn2c(CNCC3OCCc4ccccc43)c(C(=O)N3CCCCC3)nc12 (stereo not drawn) was read as ERK EGF block inconclusive.

Arranged by formula weight (ascending): part of the list above
CN(CC(=O)N1CCN(c2cccc(Cl)c2)CC1)S(=O)(=O)c1cnc[nH]1 was read as ERK EGF block 9%.
Cc1cccn2c(CNCC3OCCc4ccccc43)c(C(=O)N3CCCCC3)nc12 (stereo not drawn) was read as ERK EGF block inconclusive.
For O=C(NCCO)/C(=C/c1ccc2c(c1)OCO2)NC(=O)c1ccc(Br)cc1 the results were ERK EGF block -7%.

(further entries)
`CC1(C)CC(=O)C2=C(C1)N(c1cccnc1)C(N)=C(C#N)C2c1cccs1` (stereo not drawn) gave ERK EGF block -1%.
COc1ccc(CCNC(=O)C2CCN(C(=O)NC3CCCCC3)CC2)cc1 was read as ERK EGF block -3%.
For O=C(NCc1ccc(S(=O)(=O)NC2CCCCC2)s1)c1ccccc1 the results were ERK EGF block -12%[57.5 µM].
For O=C(c1ccco1)N1N=C(c2ccccc2)CC1c1ccc2nccnc2c1 (stereo not drawn) the results were ERK EGF block -7%[57.5 µM].
For COc1ccc(N(C)S(=O)(=O)c2c(C)noc2C)c(OC)c1 the results were ERK EGF block -6%.
CCNc1ccc([N+](=O)[O-])cc1 was read as ERK EGF block 4%[57.5 µM].
Screening COc1ccc(NC(=O)COC(=O)COc2ccc(Br)cc2)cc1 returned ERK EGF block 10%.
`Fc1cccc(CSc2ccc(-c3ccco3)nn2)c1` gave ERK EGF block -3%.
Screening O=C(Nc1ccc(OC(F)F)c(Cl)c1)[C@@H]1CCCN1C(=O)c1cccs1 returned ERK EGF block 4%.
For Cc1ccccc1N(CC(=O)NCc1ccco1)C(=O)CCC(=O)Nc1nccs1 the results were ERK EGF block 18%.
Screening COc1cccc(C(=O)OCn2nnc3ccccc3c2=O)c1OC returned ERK EGF block 4%[57.5 µM].
`Cc1cccc(C(CC(=O)NCCc2ccccc2)c2ccccc2)c1O` (stereo not drawn) gave ERK EGF block -4%.
Screening COc1ccc(/C=N/NS(C)(=O)=O)c(OC)c1 returned ERK EGF block 6%.
CCn1c(-c2nn(-c3ccc(C)cc3)ccc2=O)n[nH]c1=S was read as ERK EGF block -3%.
COc1cccc(NC(=O)Nc2nccc(C)n2)c1 was read as ERK EGF block -9%.
Screening O=CN/N=C/c1c(O)ccc2ccccc12 returned ERK EGF block 1%[57.5 µM].
`Cc1cccnc1NC(=O)c1ccc(S(=O)(=O)N2CC(C)OC(C)C2)cc1` (stereo not drawn) gave ERK EGF block 2%.
`Cn1c(=O)oc2cc(S(=O)(=O)NCCN3CCc4ccccc4C3)ccc21` gave ERK EGF block 8%.
Screening COc1ccc(C(=O)COC(=O)c2cc(S(=O)(=O)NCc3ccccc3)ccc2O)cc1 returned ERK EGF block 17%.
`CS(=O)(=O)Nc1ccc(C(=O)NC2CCCCC2)cc1` gave ERK EGF block -1%.
`CCN(CC1COc2ccccc2O1)S(=O)(=O)c1ccc(C)cc1` (stereo not drawn) gave ERK EGF block 4%.
`CCN1C(=O)N(S(=O)(=O)C(F)(F)F)[C@@H](c2ccccc2)C(C(=O)OC)=C1C` gave ERK EGF block -1%[57.5 µM].
`O=C(COC(=O)c1cc(NS(=O)(=O)c2cccs2)ccc1O)Nc1ccccc1` gave ERK EGF block -10%[57.5 µM].
For O=c1c2c(ncn1CCO)nc1n2CCC1 the results were ERK EGF block -3%.
`CN(C)CCNC(=O)c1cccc(NS(=O)(=O)c2ccc(Cl)c(Cl)c2)c1` gave ERK EGF block 0%.
For CC1=C(OC(=O)C(C)(C)C)C(C)(C)C(c2ccccc2)OC1=O (stereo not drawn) the results were ERK EGF block -6%.
O=C(NCCSCc1ccc(Cl)cc1)c1cccs1 was read as ERK EGF block -8%[57.5 µM].
CCCCNC(=O)CSc1nnc(Cc2ccccc2)n1CC1CCCO1 (stereo not drawn) was read as ERK EGF block 0%.
`O=C1C=C(Nc2ccc(Cl)cc2)CC(c2ccccc2)C1` (stereo not drawn) gave ERK EGF block -1%.
`c1ccc(N2CCN(CCCOc3ccc4c(c3)OCO4)CC2)cc1` gave ERK EGF block -5%.
For CCS(=O)(=O)c1ccc2oc(Nc3ccc(OC)cc3)nc2c1 the results were ERK EGF block 4%.
`CCn1nc(CCC(=O)O)c2ccccc2c1=O` gave ERK EGF block -5%.
`Cc1ccccc1NC(=O)c1ccc(F)c(S(=O)(=O)N2CCCCC2)c1` gave ERK EGF block -13%.
For CC(C)NC(=O)C1CCN(C2CCN(C(=O)c3ccc4cccc(F)c4n3)CC2)CC1 the results were ERK EGF block -3%[57.5 µM].
Screening Cc1cc(Br)ccc1SCC(=O)OCC(=O)Nc1ncc(C(F)(F)F)cc1Cl returned ERK EGF block 4%.
For COc1ccc(-c2cc(=Nc3c(C)n(C)n(-c4ccccc4)c3=O)c3ccccc3o2)cc1 the results were ERK EGF block 2%.
For Cc1ccc(OCc2nc3c4c(ncn3n2)-c2ccccc2CC42CCCC2)cc1 the results were ERK EGF block 5%.
For CN(C)C(=O)CSc1nnc(Cc2ccccc2)n1CC1CCCO1 (stereo not drawn) the results were ERK EGF block -2%.
Screening Cc1[nH]ccc(=O)c1OCc1c(F)cccc1Cl returned ERK EGF block 0%.
`O=C(Nc1ccc(OC(=O)c2ccco2)cc1)c1ccco1` gave ERK EGF block 1%.
CCc1nnc(NC(=O)CSc2nnc3c(n2)[nH]c2ccccc23)s1 was read as ERK EGF block -8%.
Screening NC(=O)c1ccc[n+]([C@@H]2OC(COP(=O)([O-])OP(=O)(O)OCC3OC(n4cnc5c(N)ncnc54)C(O)C3O)C(O)C2O)c1 (stereo partly drawn) returned ERK EGF block -2%.
Screening O=C(COC(=O)c1ccc(CNS(=O)(=O)c2ccc(F)c(Cl)c2)cc1)NCC1CCCCC1 returned ERK EGF block 9%.
O=C(CNC(=O)c1ccccc1)OCc1ccc([N+](=O)[O-])cc1 was read as ERK EGF block 26%.
Screening COc1cc(CSC)nc(-c2ccccc2)n1 returned ERK EGF block -9%.
`COc1ccc(NC(=S)N2CCC(C(O)(c3ccccc3)c3ccccc3)CC2)cc1` gave ERK EGF block -5%.
`CCc1c(C(=O)NCc2cnn(C)c2)csc1C` gave ERK EGF block 0%.
Screening COc1ccc(F)cc1C(=O)C1CCCN(Cc2cccn2-c2cccnc2)C1 (stereo not drawn) returned ERK EGF block 4%.
For C/C(=N\NC(=O)Cc1csc(N2CCOCC2)n1)c1ccc(Cl)c(Cl)c1 the results were ERK EGF block 6%.
Screening COc1ccc(-c2csc(-c3cccs3)n2)cc1OC returned ERK EGF block 2%.
Screening OCCSc1nc(N2CCOCC2)nc(N2CCOCC2)n1 returned ERK EGF block -1%.
Nn1c(=S)[nH]nc(Cc2ccc(O)cc2)c1=O was read as ERK EGF block 9%.
`O=C(Cn1c(-c2ccccc2)c[n+]2ccsc12)c1ccc(Br)cc1` gave ERK EGF block 0%.
Cc1ccc(NC(=O)CCN2C(=O)CSC2=O)c(C)c1 was read as ERK EGF block -10%.
`COCCNC(=O)C(=O)N/N=C(\C)CC(=O)Nc1ccc(Cl)cc1Cl` gave ERK EGF block 4%.
Screening CC1=C(C(=O)N2CCN(C(=O)c3ccco3)CC2)C2(CCC(C)CC2)OC1=O (stereo not drawn) returned ERK EGF block 5%.
COc1ccccc1-c1coc2cc(OC(=O)N3CCOCC3)ccc2c1=O was read as ERK EGF block -12%[57.5 µM].
Screening COc1ccc(CCNC(=O)C23CCC(C)(C(=O)C2Br)C3(C)C)cc1OC (stereo not drawn) returned ERK EGF block 9%[57.5 µM].
Screening COCCNC(=O)COC(=O)c1cc(-c2ccc(OC)cc2)nc2ccccc12 returned ERK EGF block -1%.
`Cc1ccccc1NC(=O)Cn1nnc(C(=O)NCc2ccco2)c1N` gave ERK EGF block -3%.

Entries above that contain an NH in an aromatic ring, in the order listed:
Cc1nc(SCC(O)CCl)c([N+](=O)[O-])[nH]1 (stereo not drawn) was read as ERK EGF block -8%.
`COc1cccc(CN(C)Cc2nc3cc(C(F)(F)F)ccc3c(=O)[nH]2)c1` gave ERK EGF block -5%[57.5 µM].
CN(CC(=O)N1CCN(c2cccc(Cl)c2)CC1)S(=O)(=O)c1cnc[nH]1 was read as ERK EGF block 9%.
CCn1c(-c2nn(-c3ccc(C)cc3)ccc2=O)n[nH]c1=S was read as ERK EGF block -3%.
Screening Cc1[nH]ccc(=O)c1OCc1c(F)cccc1Cl returned ERK EGF block 0%.
CCc1nnc(NC(=O)CSc2nnc3c(n2)[nH]c2ccccc23)s1 was read as ERK EGF block -8%.
Nn1c(=S)[nH]nc(Cc2ccc(O)cc2)c1=O was read as ERK EGF block 9%.

Further records follow.
`NNC(=O)c1cc(-c2cccs2)nc2ccccc12` gave ERK EGF block 7%[57.5 µM].
Screening CCOC(=O)c1nsnc1NCCSC(=N)N returned ERK EGF block 9%.
For Cn1ncc(Br)c1N1C(=O)CCC1=O the results were ERK EGF block 5%[57.5 µM].
CCOC(=O)C1(CCCc2ccccc2)CCN(C(=O)CN2CCOC2=O)CC1 was read as ERK EGF block -14%.
`Cc1c(-c2n[nH]c(=S)n2-c2ccc(C(F)(F)F)cc2)nnn1-c1ccccc1` gave ERK EGF block 0%.
O=C(NC(=S)NCc1cccnc1)c1ccccc1 was read as ERK EGF block -2%.
O=C(CCO)c1ccc(O)cc1 was read as ERK EGF block -7%[57.5 µM].
For COc1ccccc1C(=O)CSc1ccccn1 the results were ERK EGF block -7%.
For Cc1c(C=C2C(=O)c3ccccc3C2=O)cc(C#N)n1C the results were ERK EGF block -3%[57.5 µM].
`N#C/C(=C\Nc1ccccc1SC(F)(F)F)c1nc(-c2ccccc2)cs1` gave ERK EGF block 0%.
`CC(NS(=O)(=O)c1ccccc1)C(c1cccs1)N1CCOCC1` (stereo not drawn) gave ERK EGF block -11%.
